# High-throughput results deposited in PubChem BioAssay by Sanford-Burnham Center for Chemical Genomics.
# EBI2 block: EBI2 receptor antagonists, beta-arrestin recruitment, primary screen, cell-based, luminescence, 7a,25-OHC stimulation, uHTS; hit rate 0.81% among 360,000; 7a,25-OHC stimulated; G-protein coupled receptor 183 (Homo sapiens), P32249; inhibition, % at 5 µM; in the data active = inhibition above about 38%;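 note: enzyme fragment complementation signal reports receptor beta-arrestin coupling in cells; 0% = agonist plus DMSO wells and 100% = wells without agonist; some results beyond the cut were filed as inactive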
# Target sequence (P32249 whole entry, looked up, the tested form may be a part): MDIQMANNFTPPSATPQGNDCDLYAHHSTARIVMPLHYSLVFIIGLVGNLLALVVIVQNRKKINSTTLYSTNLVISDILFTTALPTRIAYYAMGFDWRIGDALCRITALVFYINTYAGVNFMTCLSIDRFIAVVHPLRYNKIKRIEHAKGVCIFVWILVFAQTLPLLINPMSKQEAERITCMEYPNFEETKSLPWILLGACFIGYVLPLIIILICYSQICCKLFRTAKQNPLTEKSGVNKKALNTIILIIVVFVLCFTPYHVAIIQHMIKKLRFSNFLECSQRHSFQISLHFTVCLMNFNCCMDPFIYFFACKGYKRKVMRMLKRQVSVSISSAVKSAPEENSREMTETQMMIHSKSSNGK
# CCR6 antagonist: CCR6 receptor antagonists, primary screen, cell-based, CHO-K1, luminescence, beta-arrestin, uHTS; hit rate 0.49% among 340,000; inhibition, % at 20 µM; C-C chemokine receptor type 6 (Homo sapiens), P51684; CHO-K1 CCR6 PathHunter beta-arrestin, CCL20-stimulated; AID 493098, 2011;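 active = compounds whose inhibition of the agonist-driven luminescence signal at 20 µM reaches about 50%, limit read from the data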;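 note: cells stimulated with CCL20 at 14 nM final; plate controls were DMSO with CCL20 for no effect and DMSO without agonist for full effect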
# Target sequence (P51684 whole entry, looked up): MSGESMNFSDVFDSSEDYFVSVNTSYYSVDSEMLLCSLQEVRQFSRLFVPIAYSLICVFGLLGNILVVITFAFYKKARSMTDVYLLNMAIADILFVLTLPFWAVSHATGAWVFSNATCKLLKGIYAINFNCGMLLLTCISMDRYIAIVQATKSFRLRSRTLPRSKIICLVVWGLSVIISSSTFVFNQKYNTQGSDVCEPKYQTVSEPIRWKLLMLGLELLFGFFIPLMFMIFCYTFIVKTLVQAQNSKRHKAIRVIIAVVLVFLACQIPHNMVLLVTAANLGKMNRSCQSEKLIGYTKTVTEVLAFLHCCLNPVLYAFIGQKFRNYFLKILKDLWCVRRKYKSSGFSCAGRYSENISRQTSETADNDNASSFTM
# UPR XBP1 act: activators of adaptive XBP1 UPR arm, primary screen, cell-based, CHO-XBP1 luciferase reporter, luminescence, uHTS; AID 463104, 2010; activation, % at 20 µM; hit rate 0.33% among 330,000; IRE1-XBP1 UPR activation; percent of tunicamycin response, DMSO as zero;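 active = versus positive control, 20 µM dose yields 30% or more activation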;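 note: 100% = tunicamycin at 10 µg/mL and 0% = DMSO only wells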
#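 Assay system: IRE1-XBP1 luciferase reporter CHO line. Input: 1000 cells/well. Buffer or medium: F12 with 10% serum. Doses: 20 µM, 1% DMSO. Times: overnight seeding at 37 °C, 6 h compound treatment at 37 °C. Technique: Steady-Glo luciferase glow luminescence, 10 min after reagent addition.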
# Mdm2 MdmX PPI: inhibitors of human Mdm2-MdmX association, primary screen, cell-based, luminescence, split luciferase, SaOS-2, uHTS | SaOS-2 split-luciferase Mdm2/MdmX complementation | Protein Mdm4 (Homo sapiens) + E3 ubiquitin-protein ligase Mdm2 (Homo sapiens), … | hit rate 3% among 330,000 | AID 485346, 2010 | inhibition, % at 8 µM;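 active = inhibition of at least 50% at 8 µM in the primary screen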
# CXCR6 block: CXCR6 receptor inhibitors, primary screen, cell-based, beta-arrestin, luminescence, CHO-K1 PathHunter, 1536-well | hit rate 0.36% among 360,000 | C-X-C chemokine receptor type 6 (Homo sapiens), O00574 | inhibition, % at 20 µM; in the data active = inhibition above about 34%, passing the limit was not always enough;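 note: antagonist mode with CXCL16 agonist at 10 nM final; 0% = 10 nM CXCL16 with DMSO and 100% = unstimulated wells without agonist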
# Target sequence (O00574 whole entry, looked up): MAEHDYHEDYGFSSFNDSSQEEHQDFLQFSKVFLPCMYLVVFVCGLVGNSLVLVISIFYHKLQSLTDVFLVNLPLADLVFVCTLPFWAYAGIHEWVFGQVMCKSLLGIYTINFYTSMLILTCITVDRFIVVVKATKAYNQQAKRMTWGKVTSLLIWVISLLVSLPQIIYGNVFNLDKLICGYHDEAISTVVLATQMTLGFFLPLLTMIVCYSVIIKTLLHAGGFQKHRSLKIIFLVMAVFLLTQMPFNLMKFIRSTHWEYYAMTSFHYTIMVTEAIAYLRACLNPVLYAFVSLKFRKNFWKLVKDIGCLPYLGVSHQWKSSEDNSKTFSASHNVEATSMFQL
# 697 NFkB inh: inhibitors of PMA/ionomycin-induced NF-kB reporter, 697 cells, primary screen, B-cell NF-kB inhibitor project, cell-based, luminescence, uHTS | hit rate 0.33% among 330,000 | 697 B-cell NF-kB luciferase reporter, 16 h | inhibition, % at 4 µM; in the data active = inhibition above about 35%
# CHOP UPR activ: activators of apoptotic CHOP UPR arm, primary screen, cell-based, CHO-CHOP luciferase reporter, luminescence, uHTS; AID 449763, 2010; UPR activation; percent of tunicamycin response over DMSO baseline; hit rate 0.34% among 330,000; activation, % at 10 µM;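 active = at 10 µM dose, activation of 40% or more, normalized to positive control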;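 note: 100% = tunicamycin at 10 µg/mL and 0% = DMSO alone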
#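 System: CHO-CHOP luciferase reporter cell line; amount: 500 cells/well; buffer or medium: F12 medium containing 10% fetal bovine serum; incubation: 6 h compound exposure at 37 °C after overnight seeding; measured by: luciferase luminescence after 10 min with Steady-Glo reagent; evaluation: % reporter activation, DMSO baseline versus tunicamycin full activation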
# Jurkat NFkB inh: inhibitors of induced NF-kB luciferase reporter, primary screen, TCR NF-kB activation inhibitor project, cell-based, luminescence, uHTS; Jurkat, PMA/ionomycin-induced NF-kB luciferase reporter; inhibition, % at 4 µM; hit rate 0.53% among 330,000; AID 435003, 2010; in the data active = inhibition above about 50%
# Gli-Sufu block: Gli-Sufu pathway antagonists, primary screen, luciferase luminescence, Sufu-KO-LIGHT cells, uHTS | Sufu-KO-LIGHT fibroblasts, Gli luciferase reporter luminescence | inhibition, % at 5 µM | hit rate 0.74% among 340,000;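 active = inhibition above about 55%, limit read from the data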;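 note: 0% = DMSO-treated cells and 100% = wells with medium but no cells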
# Starred values were filed as active, the others as inactive; . = no result given.
SMILES,EBI2 block,CCR6 antagonist,UPR XBP1 act,Mdm2 MdmX PPI,CXCR6 block,697 NFkB inh,CHOP UPR activ,Jurkat NFkB inh,Gli-Sufu block
CC12CC(O)C3c4ccc(O)cc4CCC3C1CC/C2=N\O (stereo unspecified),-9.2,6.5,-1.2,7.3,-10.2,0.5,0.9,-2.8,2.1
CSc1nnc(N2C(=O)C(O)=C(C(=O)c3ccc(C)o3)C2c2ccc(C)cc2)s1 (stereo unspecified),-8.6,15.1,-4.3,-62.9,11.7,-122.3,0.4,-46.5,0.8
COc1ccccc1NC(=O)CSc1nnc(C)s1,-5.2,4.2,-0.5,10.3,3.0,-1.7,-0.7,-10.7,12.5
CCOc1ccc(C(C)C)cc1S(=O)(=O)N1CCOCC1,3.4,9.0,-0.2,0.2,-2.8,6.2,-0.4,-2.3,3.2
COc1ccc(OCC(=O)Nc2ccncc2)cc1,0.4,4.2,-2.5,-18.8,-11.1,12.5,-0.7,5.1,4.9
Cc1cc(OCC(=O)c2ccc(C(F)(F)F)cc2)n2cnnc2n1,-5.5,-2.1,-0.7,3.6,-1.6,10.6,0.4,-4.3,1.5
CCOC(=O)CC(NC(=O)c1cccs1)c1ccc(OCC)cc1 (stereo unspecified),-3.7,-0.3,3.2,-3.8,-7.3,-1.4,-0.6,6.5,-0.1
OC[C@@H]1[C@@H](c2ccc(Cl)cc2)C(c2ccccc2)=NN1c1ccccc1,26.2,0.7,1.9,38.9,2.3,8.2,0.8,.,0.6
O=C(CN1C(=O)c2cccc3cccc(c23)C1=O)N1CCN(c2ccccn2)CC1,0.3,-1.3,18.7,50.5*,-7.3,0.3,5.1,5.4,-29.6
CSCCC(NC(=O)c1cc(CC(C)C)oc1C)C(=O)O (stereo unspecified),-8.7,-7.4,-0.5,-34.3,-6.2,2.5,0.2,9.4,-3.9
O=C(CN1CCC(NC(=O)Nc2ccccc2)CC1)Nc1ccccc1F,-10.7,-12.7,3.4,-11.9,-4.8,-17.7,2.3,-8.3,-5.6
Cc1ccc(C(=O)Nc2cc(C)c(OCC(=O)N3CCOCC3)c(C)c2)cc1,2.7,5.9,-0.4,-10.8,-8.7,-53.2,3.7,-27.1,-50.0
Cc1cccc(C)c1OCC(=O)NCC1COc2ccccc2O1 (stereo unspecified),-1.0,14.6,-3.6,30.7,5.9,10.5,-2.4,-7.2,0.2
CCN1CC(CN(C)Cc2nc(-c3ccc(C(F)(F)F)cc3)no2)CC1=O (stereo unspecified),0.9,5.6,-2.4,25.9,-9.8,0.8,2.0,3.7,0.6
O=C(Nc1ccc(C(F)(F)F)cc1)c1cc(-c2cccnc2)nc2ccc(Br)cc12,-13.1,-0.2,91.4*,57.5*,1.9,2.3,123.7*,-13.8,0.2
CCCCNC(=O)CSc1nc(Cc2ccccc2)nc2ccccc12,2.1,13.2,-3.8,29.6,13.7,-20.8,1.3,-2.0,0.1
COc1ccc(F)cc1S(=O)(=O)N1CCC2(CC1)OCCN2S(=O)(=O)c1cccs1,3.1,-4.6,-1.0,-28.4,0.1,3.6,-1.0,-9.7,0.6
CC(=O)c1ccc(OCC(=O)OCc2cc(-c3ccco3)on2)cc1,-6.5,6.1,-2.1,18.0,3.1,-5.1,-2.8,4.3,4.0
CCC1(c2ccc(F)cc2)NC(=O)N(CC(=O)N2c3ccccc3NC(=O)C2(C)C)C1=O (stereo unspecified),4.6,14.8,-0.9,15.9,0.4,-7.1,0.4,8.0,-4.4
Cc1cc(C)c(S(=O)(=O)O)c(C)n1,-4.2,10.5,1.4,-36.5,3.5,-24.7,-0.3,-5.4,0.2
O=C(CN1C(=O)CCC1=O)Nc1nc2c(F)cc(F)cc2s1,-5.7,1.7,-2.4,-40.3,-1.5,-2.4,1.3,3.8,2.9
Cc1ccc(S(=O)(=O)N2CCOCC2)cc1NC(=O)COC(=O)c1cc(=O)[nH]c2ccccc12,-12.5,0.1,-3.8,2.1,-2.6,8.3,0.1,5.7,-15.4
O=S(N1CCCCC1)C12CC3CC(CC(C3)C1)C2 (stereo unspecified),-11.4,12.2,0.0,-0.6,-3.2,-11.9,-1.1,-10.3,-6.5
O=C(COC(=O)c1cnc(Cl)c(Cl)c1)NC1CCCCCC1,-6.9,-15.2,-2.1,31.5,-9.1,8.7,-0.4,6.6,-1.9
CCc1ccc2[nH]c(=O)c(CN(Cc3ccco3)C(=S)NCC3CCCO3)cc2c1 (stereo unspecified),-18.5,1.1,-2.5,32.7,-11.0,15.2,-2.0,-14.1,6.6
COc1ccc(-c2noc(N3CCC(C(=O)Nc4ccc(F)cc4F)CC3)n2)cc1,-6.1,11.2,-3.2,16.5,2.4,36.0*,-0.3,16.7,-5.1
COCCN1C=C(C(=O)OC)C(c2cc(Br)c(OC)c(OC)c2)C(C(=O)OC)=C1,11.9,10.5,-0.9,17.8,-14.1,-20.7,1.2,-12.7,7.5
Cn1ncc([N+](=O)[O-])c1C(=O)Nc1ccc(-c2nc3ccccc3o2)cc1,-12.3,-8.3,2.2,5.8,-5.6,-50.3,5.7,-57.3,-20.8
CCOc1ccc(-n2c(C)nc(O)c2N=Nc2ccccc2)cc1,5.0,12.8,3.5,-7.4,10.8,-4.2,-0.8,1.9,-1.1
O=C(CN1c2cccc3cccc(c23)S1(=O)=O)NCCc1ccccc1,-11.9,12.3,-4.0,12.2,-2.9,5.1,1.1,1.1,-0.5
N#C/C(=C(/O)CCl)c1nc2ccccc2[nH]1,-6.6,16.2,-3.1,40.2,27.8,-13.5,8.7,5.8,6.1
O=C(COC(=O)c1ccccn1)Nc1cc(Cl)ccc1Cl,4.7,-18.2,-4.1,24.5,2.5,16.4,0.1,-3.3,-0.8
COC(=O)C1=CO[C@@H](O[C@@H]2OC(CO)[C@@H](O)[C@@H](O)[C@@H]2O)C2C1CC[C@]2(C)O (stereo partly specified),-3.1,-2.8,-2.2,-1.2,-2.0,-7.1,-0.1,-2.1,3.6
Cn1cc(Br)c(C(=O)NC2CCCCCC2)n1,-4.9,4.5,-0.8,5.7,4.6,-0.4,-0.9,-0.7,-11.4
COc1cccc(-c2ncc3ccccc3c2COC(=O)c2cccs2)c1,1.7,20.6,-3.8,24.7,14.8,7.6,1.4,10.5,9.6
COc1ccc(-c2ccnc(SCC(=O)c3ccc(Br)cc3)n2)cc1,9.3,9.7,-0.6,12.1,-4.0,-19.5,-1.1,-2.1,-3.9
O=C(c1ccoc1)N1CCCC(Nc2ccc(F)c(F)c2)C1 (stereo unspecified),-1.6,-1.4,-4.8,-1.3,-8.2,-1.2,0.4,-0.6,3.4
COC(=O)C1=C[C@@H](C(=O)OC)[C@@H]2C3=C(C(=O)[C@@]2(C)NC(=O)c2ccccc2)[C@H](C)C(C(=O)OC)=C(C(=O)OC)[C@@H]3C1,-6.2,4.0,-3.5,25.5,-2.7,18.8,-1.8,4.1,2.1
COC(=O)c1ccc(/C=N/NC(=O)C(=O)NCC2CCCO2)cc1 (stereo unspecified),-2.0,-12.9,1.0,-10.4,-11.5,11.0,1.1,2.0,-6.0
CC1(C)CC(=O)C2=C(C1)c1c(ccc3ccccc13)NC2c1cc([N+](=O)[O-])cc([N+](=O)[O-])c1O (stereo unspecified),-1.0,35.3,-1.2,-0.3,13.2,7.2,-0.2,-5.7,0.6
CCN(CC)c1ccc(NC(=O)Cn2cc3c(n2)CCC(C)C3)c(C)c1 (stereo unspecified),-9.5,6.5,-2.8,-6.0,-5.9,5.8,-0.8,16.1,6.6
CNc1nc2ccccc2n1N,-12.2,7.3,0.0,9.8,-6.2,-34.4,2.5,-2.7,17.4
CC(C)NC(=O)c1cc2c(-c3ccc(Cl)cc3)nn(C)c2s1,1.2,5.4,-1.4,4.7,1.8,8.7,0.5,-3.2,4.4
O=C(Cc1ccc(Br)cc1)N1CCN(C(=O)c2ccccc2)CC1,11.3,-2.4,0.4,-14.0,6.9,26.5,-1.8,6.4,2.2
CCOC(=O)C1=C(CCl)NC(=O)NC1c1ccc2c(c1)OCO2 (stereo unspecified),-6.7,16.4,-5.4,58.8*,-5.9,13.4,44.0*,7.8,4.8

# Single records (already shown). Values in the order: EBI2 block	CCR6 antagonist	UPR XBP1 act	Mdm2 MdmX PPI	CXCR6 block	697 NFkB inh	CHOP UPR activ	Jurkat NFkB inh	Gli-Sufu block
# Cn1cc(Br)c(C(=O)NC2CCCCCC2)n1 reads -4.9	4.5	-0.8	5.7	4.6	-0.4	-0.9	-0.7	-11.4
# CC(C)NC(=O)c1cc2c(-c3ccc(Cl)cc3)nn(C)c2s1 reads 1.2	5.4	-1.4	4.7	1.8	8.7	0.5	-3.2	4.4
# CNc1nc2ccccc2n1N reads -12.2	7.3	0.0	9.8	-6.2	-34.4	2.5	-2.7	17.4
# COc1ccc(-c2ccnc(SCC(=O)c3ccc(Br)cc3)n2)cc1 reads 9.3	9.7	-0.6	12.1	-4.0	-19.5	-1.1	-2.1	-3.9
# CC1(C)CC(=O)C2=C(C1)c1c(ccc3ccccc13)NC2c1cc([N+](=O)[O-])cc([N+](=O)[O-])c1O (stereo unspecified) reads -1.0	35.3	-1.2	-0.3	13.2	7.2	-0.2	-5.7	0.6

# The list goes on:
SMILES,EBI2 block,CCR6 antagonist,UPR XBP1 act,Mdm2 MdmX PPI,CXCR6 block,697 NFkB inh,CHOP UPR activ,Jurkat NFkB inh,Gli-Sufu block
COc1cccc(N2CCN(C(=O)c3cc4c(OC)c(OC)c(OC)cc4[nH]3)CC2)c1,-2.5,6.9,-5.2,31.9,2.6,13.3,-1.3,0.7,5.6
COc1ccc(OC)c(/C=N/NC(=O)CC(=O)NCc2ccccc2)c1,-0.4,16.5,1.3,-21.0,10.2,-2.0,1.7,-23.2,-7.2
CCc1cccc2c(C(=O)COC(=O)C3=NNC(=O)CC3)c[nH]c12,-5.4,-11.3,0.8,23.1,-15.3,17.5,-0.8,15.5,6.0
COc1ccccc1C(=O)Nc1cccnc1,-15.6,4.2,-1.5,-14.3,-2.4,-2.8,1.3,2.8,-7.5
COc1ccc(-c2noc(=O)n2Cc2ccc(C#N)cc2)cc1,4.8,0.6,-2.0,30.0,-4.4,13.1,1.8,14.9,-1.7
CCc1ccc(NC(=O)COc2ccc(F)cc2C(=O)c2cnn(-c3ccccc3)c2)cc1,26.3,-13.3,4.7,-18.3,0.3,-61.5,5.1,-12.9,-11.9
O=C(/C=N\O)NCCCNCc1ccccc1,-8.9,1.7,-2.1,10.6,0.3,21.5,0.0,9.4,2.4
CCn1cc(SCC(=O)NC2CCCC2)c2ccccc21,3.8,12.2,-1.7,11.8,8.6,-14.5,-0.4,-7.6,18.3
Cc1ccc(OCC(=O)O)c(O)c1,-0.1,1.3,.,.,-4.1,.,.,.,0.8
